Screening data (PubChem BioAssay)
influenza NS1A – H1N1 influenza NS1A inhibitors, functional cell based assay (AID 504329). one-dose inhibition, % at 12.5 µM; IC50 in µM for titrated hits. NS1A functional cell-based assay, percent inhibition; higher % means a stronger effect. 0.3% of 340,000 active; in the data active = a potency from the dose series; inconclusive = inhibition above about 27% without an active follow-up result; note: strong numbers were not always called active
H37Rv inhibition – M. tuberculosis growth inhibition, HTS (AID 449762); M. tuberculosis H37Rv growth inhibition, 7H9 media; higher % means a stronger effect; inhibition, % at 25 µM; hits with a dose series show IC50 in µM; 0.59% of 330,000 active; in the data active = a potency from the dose series; inconclusive = inhibition above about 70% without an active follow-up result;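 note: bacterial growth assessed after seven days of incubation; strong numbers were not always called active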
inhibitors of VEEV – inhibitors of VEEV TC-83 cytopathic effect, confirmation, Vero cells (AID 588727); 0.13% of 350,000 active; Vero cells, VEEV TC-83 cytopathic effect inhibition; higher % means a stronger effect; one-dose inhibition, % at 20 µM; IC50 in µM for titrated hits; in the data active = a potency from the dose series; inconclusive = inhibition mostly from about 14% at the one dose, without a potency; inactive = the rest, 99 in 100 with inhibition below about 12%; note: strong numbers were not always called active
Salmonella PhoP GFP – PhoP regulon inhibitors, Salmonella typhi PhoP promoter GFP reporter, confirmatory (AID 1850); 0.33% of 310,000 active; inhibition, % at 50 µM, or IC50 in µM where a hit was titrated; Salmonella Typhi PhoP-promoter GFP reporter, fluorescence, 4 h; higher % means a stronger effect; in the data active = a potency from the dose series; inconclusive = inhibition mostly from about 25% at the one dose, without a potency; inactive = the rest, 99 in 100 with inhibition below about 19%;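 note: 0% = induced wells with vehicle and 100% = uninduced wells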
tuberculosis growth – growth inhibition of non-replicating M. tuberculosis (AID 488890); Mycobacterium tuberculosis non-replicating, growth inhibition; higher % means a stronger effect; inhibition, % at 25 µM, or IC50 in µM where a hit was titrated; 0.39% of 320,000 active; in the data active = a potency from the dose series; inconclusive = inhibition mostly from about 82% at the one dose, without a potency; inactive = the rest, 99 in 100 with inhibition below about 76%;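 note: plate controls were DMSO cells for no effect and high antibiotic wells for full effect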
inhibitors of VEEV 10K pilot screen – recorded beside inhibitors of VEEV, whose call it bears; inhibition, %; measured here: 10K pilot screen inhibition
Starred values were filed as active, the others as inactive; i = inactive; ? = inconclusive; . = no result given.

SMILES	influenza NS1A	H37Rv inhibition	inhibitors of VEEV	Salmonella PhoP GFP	tuberculosis growth	others
COc1ccc(CCNC(=O)C2c3ccccc3C(=O)N2CCC(C)C)cc1OC (stereo unspecified)	-2.4%	37.4%	0.1%	11.0%	-7.2%
Cc1ncc(CO)c2c1Oc1nc(-c3ccccc3)nc(SCC(=O)N(C)c3ccccc3)c1C2	.	14.9%	.	-23.7%	22.6%
O=C1c2ccccc2C(Nc2cccc(C(F)(F)F)c2)N1Cc1ccco1 (stereo unspecified)	7.5%	13.2%	0.8%	-5.7%	29.4%
Cc1ccc(CN2CC(C(=O)N3CCN(S(=O)(=O)c4cc(C)ccc4C)CC3)CC2=O)cc1 (stereo unspecified)	-4.7%	2.0%	6.8%	-4.0%	10.4%
O=C(Nc1ccccc1)N1CCNCC1	10.6%	-2.4%	0.4%	-0.6%	0.9%
CC(C)[C@H](NC(=O)C1CCN(S(=O)(=O)c2ccccc2)CC1)C(=O)NCc1ccco1	-1.0%	1.2%	0.6%	4.7%	0.7%
COc1ccc(NS(=O)(=O)c2cccc(NC(=O)CCS(=O)(=O)c3ccccc3)c2)cc1	-4.9%	-4.5%	0.1%	-10.9%	6.0%
CC1CCc2c(sc(NC(=O)c3ccccc3C(=O)O)c2C#N)C1 (stereo unspecified)	-7.6%	-0.3%	0.4%	-3.5%	11.5%
O=C(COc1ccc(Cl)cc1Cl)N(c1ccccn1)C1CCCCC1	-4.9%	1.4%	0.2%	0.1%	25.7%
CCC(Sc1ncnc2c1nnn2-c1ccc(F)cc1)C(=O)OC (stereo unspecified)	-8.1%	?	8.3%	-13.2%	?
COc1ccc(CCNC2=NCCS2)cc1OC	1.8%	6.8%	0.6%	-1.1%	-7.5%
Cc1cc(OC(C)C)c2c(-c3ccccc3)cc(=O)oc2c1	5.3%	12.3%	5.3%	-11.4%	32.0%
Cc1nc(Cc2nnc(SCC(=O)N(C)c3ccccc3)o2)cs1	0.1%	-3.2%	1.2%	-3.5%	-1.4%
Cc1cccc(-n2cnc(C(=O)N/N=C/c3ccccc3)c2)n1	-4.6%	9.2%	3.9%	11.9%	-6.5%
CCOc1ccc(NC(=O)CC2C(=O)N(c3ccc(OC)cc3)C(=S)N2Cc2ccccn2)cc1 (stereo unspecified)	3.1%	8.9%	6.7%	0.5%	45.6%
CC(=O)c1cccc(NC(=O)CSc2nnc(-c3ccncc3)o2)c1	-1.2%	4.3%	0.9%	.	27.2%
O=C(NCc1cc(C(F)(F)F)ccc1Cl)c1cccc2c1C(=O)c1ccc(N3CCC(Cc4ccccc4)CC3)cc1S2(=O)=O	4.0%	-0.4%	0.5%	.	1.6%
CC(=O)c1ccccc1OC(=O)c1ccco1	2.4%	6.2%	0.4%	-0.2%	10.1%
Cc1nn(C(=O)c2ccc3c(c2)OCO3)c(N)c1-c1ccccc1	-0.6%	6.6%	1.0%	-7.3%	9.0%
CC(C)(CNC(=O)c1ccccc1F)CNC(=O)c1ccccc1F	-1.3%	-3.7%	2.2%	-1.2%	-2.0%
O=C(CSc1ncccc1C(=O)O)Nc1ccc2c(c1)OCCO2	2.0%	-4.2%	0.1%	7.1%	2.7%
CCCCn1nc2cc(C(=O)N(CC)c3ccc(OC)cc3)ccc2c1OCC	2.6%	-4.6%	0.6%	2.4%	1.6%
Cc1cc(OCC(=O)N2CCN(c3cccc(Cl)c3)CC2)c2c(C)c(C)c(=O)oc2c1	-10.5%	-3.1%	2.5%	-2.6%	-21.1%
COc1ccc(-c2cc(=O)oc3cc(OCC(=O)N4CCOCC4)ccc23)cc1	-3.9%	10.8%	2.8%	9.0%	-4.1%
CCOC(=O)c1sc2nc3n(c(=O)c2c1C)CCCCC3	0.5%	3.8%	2.7%	-5.8%	?

Brought forward from above: 2 compounds; new compounds follow.
SMILES	influenza NS1A	H37Rv inhibition	inhibitors of VEEV	Salmonella PhoP GFP	tuberculosis growth	others
COc1ccc(-c2cc(=O)oc3cc(OCC(=O)N4CCOCC4)ccc23)cc1	-3.9%	10.8%	2.8%	9.0%	-4.1%
CCOC(=O)c1sc2nc3n(c(=O)c2c1C)CCCCC3	0.5%	3.8%	2.7%	-5.8%	?
O=C1c2ccccc2C(=O)N1Nc1ccc([N+](=O)[O-])cc1[N+](=O)[O-]	-8.4%	1.2%	i	2.6%	0.0%
Cc1ccc(NC(=S)N2CCOCC2)cc1	1.6%	2.1%	0.7%	-1.8%	-12.0%
COc1ccc(N(C(=O)/C=C/C(=O)Nc2cc(C)on2)C(C(=O)NC2CCCC2)c2ccccc2C)cc1 (stereo unspecified)	8.8%	40.0%	i	-1.9%	35.2%
CCOc1ncccc1C(=O)NCC(c1ccccc1)N(C)C (stereo unspecified)	-7.3%	5.1%	2.7%	-8.6%	3.0%
Cc1ccc(NC(=O)c2ccc3c(=O)n4c(nc3c2)CCCCC4)nc1	1.4%	25.3%	11.4%	-1.8%	53.8%
CCN(c1ccc(C)cc1C)S(=O)(=O)c1nnc(NC(=O)C(C)C)s1	-25.6%	-4.8%	2.0%	10.3%	-4.1%
CCO[C@H]1OC(C(=O)N2CCOCC2)=C[C@@H](c2ccc(C(F)(F)F)cc2)[C@@H]1CCCO	5.9%	4.6%	i	-1.8%	14.8%
COc1cccc(CNC(=O)C2CCN(S(=O)(=O)c3ccc4c(c3)CCC(=O)N4)CC2)c1	2.2%	-3.6%	0.2%	2.7%	.
Cc1noc(C)c1COc1ccc(C(=O)OCC(=O)N2c3ccccc3NC(=O)C2(C)C)cc1	5.3%	0.3%	5.9%	-9.5%	9.4%	inhibitors of VEEV 10K pilot screen=4.6
O=S(=O)(c1ccc(NC2CCCc3ccccc32)nc1)N1CCOCC1 (stereo unspecified)	-25.8%	5.1%	i	8.8%	2.9%
CCCN(CCC)CCNC(=O)c1cc2c(-c3ccc(Cl)cc3)nn(C)c2s1	15.5%	19.5µM*	6.0%	4.4%	i
C=C1C2(C(=O)Nc3ccc(SC(F)F)cc3)CCC(C2)C1(C)C (stereo unspecified)	19.4%	?	i	-8.9%	15.1%
O=S(=O)(NC1CCN(Cc2ccccc2)CC1)c1ccc(Cl)cc1	.	-4.8%	5.0%	-3.6%	67.2%
O=C(O)c1ccccc1C(=O)N1CCN(Cc2ccc3c(c2)OCO3)CC1	-1.5%	.	0.5%	.	.
COc1ccc(C2OC(=O)Cc3cc(OC)c(OC)cc32)cc1 (stereo unspecified)	-3.1%	4.5%	0.3%	5.3%	4.3%
CCc1ccc(NC(=O)C(C)Nc2ccc(S(=O)(=O)NC(C)=O)cc2)cc1 (stereo unspecified)	5.5%	7.6%	0.4%	3.6%	8.8%
O=S(=O)(Nc1ccccc1)c1ccc(F)cc1	10.7%	-1.6%	1.4%	6.5%	-17.8%
CCOC(=O)C1=NN(c2cccc(Cl)c2)C2=NC(C)=C(C(=O)OC)C(c3cccs3)N12 (stereo unspecified)	-22.5%	-4.9%	i	-3.6%	6.3%
Cc1cc(C)c2nc(N(CCCN(C)C)C(=O)C3=COCCO3)sc2c1	-2.6%	21.6%	8.6%	13.2%	26.5%
O=C(CSc1nc2c(sc3ccccc32)c(=O)n1Cc1ccccc1)NCC1CCCO1 (stereo unspecified)	-3.6%	9.6%	i	-23.8%	-1.2%
CCOC(=O)c1c(-c2cccs2)csc1NC(=O)C(C)(C)C	-0.1%	11.9%	1.2%	-0.3%	1.6%
COC(=O)[C@@H]1Cc2c([nH]c3ccccc23)C(C)N1C(=O)c1ccccc1 (stereo partly specified)	20.0%	7.2%	0.2%	4.3%	-1.8%
O=C(Nc1ccon1)c1ccc(Cl)c(S(=O)(=O)N2CCCCC2)c1	-6.8%	2.6%	0.7%	-3.5%	-2.9%
Cc1ccc(S(=O)(=O)NNC(=O)c2cc3cc4ccccc4nc3s2)cc1	14.8%	-3.6%	2.3%	-0.1%	9.1%
O=c1oc2ccccc2c(N2CCOCC2)c1[N+](=O)[O-]	-5.6%	-0.7%	i	6.0%	7.9%

Already shown: an excerpt of the list.
SMILES	influenza NS1A	H37Rv inhibition	inhibitors of VEEV	Salmonella PhoP GFP	tuberculosis growth	others
O=C1c2ccccc2C(=O)N1Nc1ccc([N+](=O)[O-])cc1[N+](=O)[O-]	-8.4%	1.2%	i	2.6%	0.0%
Cc1ccc(NC(=S)N2CCOCC2)cc1	1.6%	2.1%	0.7%	-1.8%	-12.0%
COc1ccc(N(C(=O)/C=C/C(=O)Nc2cc(C)on2)C(C(=O)NC2CCCC2)c2ccccc2C)cc1 (stereo unspecified)	8.8%	40.0%	i	-1.9%	35.2%
CCOc1ncccc1C(=O)NCC(c1ccccc1)N(C)C (stereo unspecified)	-7.3%	5.1%	2.7%	-8.6%	3.0%
Cc1ccc(NC(=O)c2ccc3c(=O)n4c(nc3c2)CCCCC4)nc1	1.4%	25.3%	11.4%	-1.8%	53.8%
CCN(c1ccc(C)cc1C)S(=O)(=O)c1nnc(NC(=O)C(C)C)s1	-25.6%	-4.8%	2.0%	10.3%	-4.1%
CCO[C@H]1OC(C(=O)N2CCOCC2)=C[C@@H](c2ccc(C(F)(F)F)cc2)[C@@H]1CCCO	5.9%	4.6%	i	-1.8%	14.8%
COc1cccc(CNC(=O)C2CCN(S(=O)(=O)c3ccc4c(c3)CCC(=O)N4)CC2)c1	2.2%	-3.6%	0.2%	2.7%	.
Cc1noc(C)c1COc1ccc(C(=O)OCC(=O)N2c3ccccc3NC(=O)C2(C)C)cc1	5.3%	0.3%	5.9%	-9.5%	9.4%	inhibitors of VEEV 10K pilot screen=4.6
O=S(=O)(c1ccc(NC2CCCc3ccccc32)nc1)N1CCOCC1 (stereo unspecified)	-25.8%	5.1%	i	8.8%	2.9%
CCCN(CCC)CCNC(=O)c1cc2c(-c3ccc(Cl)cc3)nn(C)c2s1	15.5%	19.5µM*	6.0%	4.4%	i
C=C1C2(C(=O)Nc3ccc(SC(F)F)cc3)CCC(C2)C1(C)C (stereo unspecified)	19.4%	?	i	-8.9%	15.1%
O=S(=O)(NC1CCN(Cc2ccccc2)CC1)c1ccc(Cl)cc1	.	-4.8%	5.0%	-3.6%	67.2%
O=C(O)c1ccccc1C(=O)N1CCN(Cc2ccc3c(c2)OCO3)CC1	-1.5%	.	0.5%	.	.
COc1ccc(C2OC(=O)Cc3cc(OC)c(OC)cc32)cc1 (stereo unspecified)	-3.1%	4.5%	0.3%	5.3%	4.3%

More results follow:
SMILES	influenza NS1A	H37Rv inhibition	inhibitors of VEEV	Salmonella PhoP GFP	tuberculosis growth	others
O=C(CCCOc1ccc(Cl)cc1Cl)NN1CCOCC1	-7.7%	-4.6%	i	0.3%	14.4%
COc1ccc(C(=O)CC(Nc2ccc([N+](=O)[O-])cc2)c2ccc(OC)cc2)cc1 (stereo unspecified)	11.2%	16.3%	2.0%	-4.9%	-8.6%
CCCN1CCC(=O)N([C@H](CSc2ccccc2)c2ccccc2)CC1	10.7%	-5.2%	3.3%	2.9%	43.7%
CCOc1cc(C(=O)OC(C)C(=O)Nc2ccc(NC(C)=O)cc2)ccc1OCC(=O)N1CCCCC1 (stereo unspecified)	-5.6%	-6.4%	2.6%	-7.3%	-7.2%
c1ccc2c(c1)CC(N1CCCCC1)c1ccccc1N2 (stereo unspecified)	-12.6%	2.9%	0.1%	-3.5%	1.8%
O=C(NCc1ccco1)C1CCCN(S(=O)(=O)c2cc(Cl)ccc2Cl)C1 (stereo unspecified)	-18.1%	-2.7%	8.8%	-9.3%	1.1%
CC(C)Cc1nc(N2CCN(C(=O)C(C)C)CC2)c(C#N)c2c1CCC2	1.8%	2.2%	5.7%	-0.1%	11.4%
COc1ccc(S(=O)(=O)Cc2ccc(C(=O)N3CCN(C(=O)c4ccco4)CC3)o2)cc1	2.3%	-5.0%	i	-1.8%	.
Cc1cc(C)n2nc(C(=O)OC(C)C(=O)c3ccccc3)nc2n1 (stereo unspecified)	1.0%	7.5%	1.8%	-3.6%	-6.5%
c1cn2c(NC3CCCCC3)c(-c3ccc(SC4CCCCC4)cc3)nc2cn1	-3.6%	6.7%	6.4%	-8.4%	30.4%
CC(OCC(O)CN1CCCCC1CCO)c1ccc(Cl)cc1 (stereo unspecified)	4.2%	5.4%	i	8.8%	14.2%
O=C(O)CCNS(=O)(=O)c1ccccc1Br	-2.6%	-0.5%	0.8%	-2.3%	6.1%
Cc1ccc(-c2nc(CS(=O)CC(=O)NCCN(CC(C)C)CC(C)C)c(C)o2)cc1 (stereo unspecified)	1.5%	-5.1%	1.1%	-7.0%	8.0%
N/C(Cc1cccs1)=N\OC(=O)COc1ccccc1Cl	-3.1%	2.5%	1.8%	14.3%	-5.3%
Cc1cccc(CC(=O)NCCN2CCOCC2)c1	-3.2%	34.6%	i	0.8%	12.6%
Cc1nn(-c2ccccc2)c(=S)c2ccccc12	-3.7%	8.0%	i	-7.3%	20.3%	inhibitors of VEEV 10K pilot screen=0.8

Rows are unselected. About 1.6% of those tested had a hit in this group.
